Bioassay records (PubChem BioAssay)
RGS4 pot – RGS4 potentiation or activation; HEK293 M3R/inducible RGS4, carbachol calcium flux Fluo4; hits give low values; B-score at 10 µM; 0.92% of 310,000 active;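 active = B-score of the integrated calcium signal more than 4 SD below the library mean, with starting fluorescence not abnormally high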;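 also: negative B-score means reduced calcium response which marks RGS4 activation or potentiation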
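Assay system: Inducible-RGS4 HEK293 cells carrying M3 receptor | Schedule: Compound preincubation 20 min at room temperature before agonist | Signal: Kinetic calcium fluorescence imaging with Fluo4-AM dye, 2 µM | Read-out basis: B score from integrated fluorescence ratio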
HIF activator – HIF pathway transcriptional activation. U2OS HRE-luciferase reporter, luminescence; normalized: DMSO 0%, desferrioxamine 100%. activation, % at 7.5 µM (by protocol). 0.32% of 300,000 active. AID 1910;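 active = mean activation of at least 10% of the iron chelator positive control signal, with at least half of replicates also reaching 10%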
RGS4 inh – human RGS4 inhibition | P49798 | B-score at 10 µM | HEK293 M3R/RGS4 inducible, Fluo-4 calcium flux; hits give high values; triggered by carbachol at its EC20 | 0.45% of 310,000 active;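 active = B-score, a plate-corrected calcium signal, over three deviations above library mean, with baseline fluorescence within five deviations of library mean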;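 also: RGS4 expression induced by doxycycline in cells with stable M3 receptor; B-score is computed from the integrated fluorescence ratio over baseline after carbachol; higher B-score means a larger calcium signal and so more RGS4 inhibition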
Target sequence (P49798 whole entry, looked up): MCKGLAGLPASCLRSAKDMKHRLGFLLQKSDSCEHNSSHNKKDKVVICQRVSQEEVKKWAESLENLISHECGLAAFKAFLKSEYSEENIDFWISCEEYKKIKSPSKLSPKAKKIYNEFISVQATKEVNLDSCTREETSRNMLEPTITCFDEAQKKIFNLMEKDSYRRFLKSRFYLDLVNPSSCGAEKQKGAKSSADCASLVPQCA
TRPC6 inhibitor – inhibitors of mouse TRPC6 channel | Q61143 | HEK293-TRPC6, membrane potential dye, ACh-evoked depolarization; hits give low values | B-score at 10 µM | 1.1% of 310,000 active | AID 2553;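 active = B-score under library mean minus 3 SD, initial fluorescence not abnormally high, positive integrated signal ratio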;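 also: B-score derived from integrated fluorescence ratio over the kinetic read; more negative B-score means stronger inhibition of depolarization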
Target sequence (Q61143 whole entry, looked up): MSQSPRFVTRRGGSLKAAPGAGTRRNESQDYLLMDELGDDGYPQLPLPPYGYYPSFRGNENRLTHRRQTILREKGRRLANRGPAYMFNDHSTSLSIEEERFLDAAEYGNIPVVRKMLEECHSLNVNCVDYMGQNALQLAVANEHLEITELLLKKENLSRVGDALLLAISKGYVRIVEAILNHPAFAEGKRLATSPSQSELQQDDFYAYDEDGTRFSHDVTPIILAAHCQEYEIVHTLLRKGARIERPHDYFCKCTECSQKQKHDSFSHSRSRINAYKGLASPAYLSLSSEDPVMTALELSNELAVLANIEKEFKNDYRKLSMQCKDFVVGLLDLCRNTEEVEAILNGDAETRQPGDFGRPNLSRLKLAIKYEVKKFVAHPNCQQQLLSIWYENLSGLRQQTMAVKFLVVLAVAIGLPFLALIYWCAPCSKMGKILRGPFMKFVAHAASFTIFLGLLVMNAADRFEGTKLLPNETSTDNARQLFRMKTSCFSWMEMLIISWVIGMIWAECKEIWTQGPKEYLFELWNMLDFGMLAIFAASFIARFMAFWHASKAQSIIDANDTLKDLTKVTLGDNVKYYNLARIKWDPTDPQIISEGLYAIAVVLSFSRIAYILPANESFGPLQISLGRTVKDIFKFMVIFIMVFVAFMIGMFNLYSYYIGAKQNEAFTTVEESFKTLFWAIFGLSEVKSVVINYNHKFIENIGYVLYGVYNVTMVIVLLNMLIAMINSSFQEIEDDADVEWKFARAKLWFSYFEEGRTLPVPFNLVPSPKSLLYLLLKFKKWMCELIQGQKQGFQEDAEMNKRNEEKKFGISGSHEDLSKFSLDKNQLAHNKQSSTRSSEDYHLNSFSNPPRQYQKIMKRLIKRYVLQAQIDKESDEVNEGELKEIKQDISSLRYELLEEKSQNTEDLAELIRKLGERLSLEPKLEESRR
MrgX1 ag – activates human MrgX1 receptor signaling. B-score at 10 µM. 0.44% of 310,000 active. Q96LB2. AID 588627. MrgX1-HEK293 cells, Fluo-4 calcium fluorescence, agonist mode; hits give high values;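 active = calcium response B-score plate-corrected fluorescence ratio at least 3 library SD, with starting fluorescence B-score inside 5 SD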
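Assay system: stable human MrgX1 HEK293 cell line. Quantity: 15,000 cells per well. Schedule: cells plated overnight, dye loaded 0.5 h 37 °C, 0.5 h room temperature. Detection: Fluo-4 NW calcium-flux fluorescence, kinetic read. Read-out basis: peak-minus-minimum fluorescence over baseline, converted to B scores. Control set: positive and negative control wells on each plate.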
MrgX1 PAM – human MrgX1 positive allosteric modulation, primary screen. 0.63% of 310,000 active. B-score at 10 µM. AID 588675. MrgX1-HEK293, Fluo-4 calcium flux, FDSS; hits give high values;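 active = plate-corrected calcium response at least 3 library SD above typical, normal starting fluorescence, not activating the receptor alone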;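 also: compound read alongside a low EC10 to EC30 dose of BAM8-22 agonist; peak minus trough fluorescence over baseline measured at the second addition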
TRPC4 block – TRPC4 (mouse) channel inhibition; Q9QUQ5; HEK293 TRPC4beta/mu-opioid, DAMGO-evoked Fluo4 calcium flux; hits give low values; B-score at 10 µM; 0.39% of 300,000 active; AID 2247;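 active = B-score over 3 SD under the library average, no early fluorescence shift, positive overall ratio signal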
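Assay system: TRPC4beta/mu-opioid receptor HEK293 cell line; compound dosing: single concentration per test compound; detection: Fluo4 Ca2+ flux fluorescence; evaluation: per-well B score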
MrgX1 antag – antagonists of human MrgX1 receptor | 1.3% of 310,000 active | MRGX1-HEK293 calcium flux, Fluo-4, BAM8-22 antagonism; hits give low values | Q96LB2 | AID 588676 | B-score at 10 µM;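 active = calcium-response B-score plate-corrected more than 3 library SD below zero, starting fluorescence within 5 deviations, no agonist response on first addition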;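 also: peak minus trough fluorescence over baseline after final BAM8-22 challenge near maximal dose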
Platelet DG rel – platelet dense granule release activity; human platelet-rich plasma, SFLLRN dense granule ATP release, luminescence; inhibition, %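 (compounds screened at 7.5 µM in platelet-rich plasma)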; 0.22% of 300,000 active;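 active = mean replicate score, as percent of positive control, at or above 50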
TRPC6 act – activates the mouse TRPC6 cation channel. Q61143. B-score at 10 µM. HEK293-TRPC6 membrane potential dye fluorescence; hits give high values. 0.13% of 310,000 active;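 active = B-score of the integrated fluorescence ratio above library mean plus 3 SD, and starting fluorescence ratio within library mean plus 5 SD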;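 also: higher score means more depolarization so channel activation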
SKKanGAS inh – inhibitors of SKKanGAS S. pyogenes growth in kanamycin (SK-promoter or general growth effect); BacTiter-Glo, 6 h; inhibition, % at 7.5 µM; 1.3% of 300,000 active; AID 1662;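 active = mean replicate score, as percent of positive control median, at least 50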;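 also: strain carries kanamycin resistance gene driven by streptokinase promoter and grows in 40 µg/ml kanamycin; loss of luminescence reflects streptokinase promoter inhibition or plain growth inhibition; 0% = median of DMSO wells and 100% = positive control at its reference dose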
Active calls of the source: *; i = inactive; . = no result given. Hits appear at their usual frequency; 6.1% or so of the library scored in one or more.

SMILES | RGS4 pot | HIF activator | RGS4 inh | TRPC6 inhibitor | MrgX1 ag | MrgX1 PAM | TRPC4 block | MrgX1 antag | Platelet DG rel | TRPC6 act | SKKanGAS inh
Cc1ccc(Cl)cc1N1CCN(C(=O)COc2ccc(S(=O)(=O)NC(C)C)cc2)CC1 | i | 0.7 | i | i | i | i | i | i | 2 | i | 11
Cc1ccc2nc(SCC(=O)N/N=C/c3ccc(C(=O)O)cc3)cc(C)c2c1 | i | 0.0 | i | i | i | i | i | i | -3 | i | 17
CC(C)CN1C2CCCC1CC(NC(=S)NCc1ccco1)C2 (configuration not stated) | i | 0.1 | i | i | i | i | i | i | 29 | i | 10
CCOc1ccccc1OC(=O)c1ccco1 | i | -0.2 | i | i | i | i | i | i | 0 | i | 10
Cc1cccc(N2CCCn3c2nc2c3c(=O)n(CCN3CCOCC3)c(=O)n2C)c1 | i | . | i | i | i | i | i | i | -7 | i | 9
COCC(=O)N1CCCC(C(=O)c2ccc(-c3ccccc3)cc2)C1 (configuration not stated) | i | 1.8 | i | i | i | i | i | i | . | i | 5
CC(C)(C)S(=O)(=O)/C(C#N)=N/Nc1ccc(C#N)cc1 | i | -0.1 | i | i | i | i | i | i | 0 | i | 10
O=C(OCc1cccc2ccccc12)c1ccc2c(=O)[nH]c(CN3CCOCC3)nc2c1 | i | 0.0 | i | i | . | . | i | . | 13 | i | 19
COc1cccc(OCC(=O)Nc2ccccc2C(N)=O)c1 | i | 5.0 | i | i | i | i | i | i | 6 | i | -4
Cc1ccccc1Nc1nc(N)nc(COC(=O)c2cccc(S(=O)(=O)NCc3ccccc3)c2)n1 | i | -0.4 | i | i | i | i | i | i | 0 | i | 6
Cc1ccc(NC(=O)N2Cc3ccccc3CC2C(=O)NC(C)(C)C)cc1 (configuration not stated) | i | 0.0 | i | i | i | i | i | i | -3 | i | -2
CCCc1cc(=O)[nH]c(SCC(=O)c2c(N)n(C)c(=O)n(C)c2=O)n1 | i | 0.1 | i | i | i | i | i | i | 0 | i | 4
COc1ccccc1C(NC(C)=O)c1cc(Cl)c2cccnc2c1O (configuration not stated) | i | 0.4 | i | i | i | i | i | i | 1 | i | 100*
Nc1ccc(C(=O)OCc2ccncc2)cc1[N+](=O)[O-] | i | 0.1 | i | i | i | i | i | i | 3 | i | 10
Cc1cccc(NC(=S)NC2CCCC2)n1 | i | 0.1 | i | i | i | i | . | i | 1 | i | 4
C=C1CC2C(CCC3(C)C2CCC3(O)C(C)=O)C2(C)CCC(=O)C=C12 (configuration not stated) | i | -8.6 | i | i | i | i | i | i | -11 | i | 1
Cn1c(=O)c2c(SCC(=O)NCCc3ccccc3)nc(C3CC3)nc2n(C)c1=O | i | 0.0 | i | i | i | i | i | i | -4 | i | 8
COCCn1c(SCC(=O)Nc2ccc(Cl)cn2)nc2ccccc21 | i | 0.1 | i | i | i | i | i | i | 0 | i | -5
CCOC(=O)C1=C(C)N=C2SCCC(=O)N2C1c1sccc1C (configuration not stated) | i | 0.1 | i | i | i | i | i | i | -1 | i | 2
CCN(CC)CC(C)CNC(=O)CC(C(=O)N1CCc2ccccc21)n1ccnc1 (configuration not stated) | i | 0.1 | i | i | i | i | . | i | 4 | i | 0

Exported with values under each structure: part of the list above.
Value order: RGS4 pot | HIF activator | RGS4 inh | TRPC6 inhibitor | MrgX1 ag | MrgX1 PAM | TRPC4 block | MrgX1 antag | Platelet DG rel | TRPC6 act | SKKanGAS inh
> Nc1ccc(C(=O)OCc2ccncc2)cc1[N+](=O)[O-]
    i | 0.1 | i | i | i | i | i | i | 3 | i | 10
> Cc1cccc(NC(=S)NC2CCCC2)n1
    i | 0.1 | i | i | i | i | . | i | 1 | i | 4
> C=C1CC2C(CCC3(C)C2CCC3(O)C(C)=O)C2(C)CCC(=O)C=C12 (configuration not stated)
    i | -8.6 | i | i | i | i | i | i | -11 | i | 1

Next part.
SMILES | RGS4 pot | HIF activator | RGS4 inh | TRPC6 inhibitor | MrgX1 ag | MrgX1 PAM | TRPC4 block | MrgX1 antag | Platelet DG rel | TRPC6 act | SKKanGAS inh
CC(=O)Nc1ccc2c(c1)C(=O)c1ccccc1C2=O | i | 4.5 | i | i | i | i | i | i | 0 | i | 2
O=C(Cn1cnc(Cl)c1Cl)c1ccc(F)cc1 | i | -0.2 | i | i | i | i | i | i | -2 | i | 7
CC1=Nn2c(nnc2-c2ccco2)SC1 | i | 0.2 | i | i | i | i | i | i | -4 | i | -13
CC(=O)OC[C@H]1COc2ccc3ccccc3c2[C@H]1N(C)C(C)=O | i | 0.0 | i | i | i | i | i | i | 0 | i | 1
COc1ccc2c(c1)C(C)=CC(C)(C)N2S(=O)(=O)c1ccc(NC(C)=O)cc1 | i | -4.5 | i | i | i | i | i | i | -3 | 14* | -4
COc1ccc(NC(=O)CCCNC(=O)Cn2cnc3sc(C)c(C)c3c2=O)cc1OC | i | -0.4 | i | i | i | i | i | i | 6 | i | -11
CCCCN(CC)Cc1ccc(CNC(=S)Nc2c(C)cc(C)cc2C)o1 | i | -0.3 | i | i | i | i | i | i | -2 | i | -8
Cc1oc2ccc(O)c(CN(C)C)c2c1C(=O)c1ccccc1 | i | 0.5 | i | i | i | i | i | i | -3 | i | -10
CCN(C(=O)c1ccc(Cl)cc1[N+](=O)[O-])c1ccccc1C | i | 0.1 | i | i | i | i | i | i | 17 | i | 8
CCN(CC)CCNc1ccnc2cc(Cl)ccc12 | i | -0.3 | i | -12* | i | i | i | i | -2 | i | 1
O=C(OCC1CCNCC1)c1ccc2c(c1)OCO2 | i | 0.0 | i | i | i | i | i | i | 6 | i | -4
CCOc1ccc(NCc2nnc(SCC(=O)Nc3cc(C)on3)n2-c2ccc(OC)cc2)cc1 | i | -2.6 | 7* | i | i | i | i | i | 5 | i | -1
Cc1ccccc1CC(=O)Nc1cccnc1 | i | 0.3 | i | i | i | i | i | i | -1 | i | 0
O=C(CN1C(=O)COc2ccc(Cl)cc21)N1CCCCC1 | i | -0.7 | i | i | i | i | i | i | 7 | i | 0
COc1ccc(CC(=O)Nc2cccc(-c3csc(C)n3)c2)cc1 | i | 0.1 | i | i | i | i | i | i | 3 | i | -3
CCCC(=O)Nc1ccc(Cl)c(NC(=S)NC(=O)c2ccco2)c1 | i | 0.4 | i | i | i | i | i | i | 1 | i | -2
CCN(c1ccccc1)S(=O)(=O)c1ccc2c(c1)C(C)(C)C(=O)N2C | i | -0.3 | i | i | i | i | i | i | -3 | i | -8
O=C(NCCCCc1ccccc1)c1ccc(Br)o1 | i | 0.3 | i | i | i | i | i | i | -1 | i | 2
CC(C)N1C(=O)/C(=C/c2nc3ccccc3c(=O)n2-c2ccccc2)c2ccccc21 | i | 0.2 | i | i | i | i | i | i | 0 | i | 4
CCOC(=O)C1CCN(C(=O)Cc2c(C(=O)O)[nH]c3ccccc23)CC1 | i | -0.8 | i | i | i | i | i | i | -5 | i | 2
CC(C)Cc1cc(C(=O)N2N=C(C(F)F)CC2(O)C(F)F)c2ccccc2n1 (configuration not stated) | i | -0.2 | i | i | i | i | i | i | -3 | i | -7
CCCN(C(=O)c1cc(Cl)nc2ccccc12)C1CCS(=O)(=O)C1 (configuration not stated) | i | -1.3 | i | i | i | i | i | i | 6 | i | 1
CCOC(=O)C1=NN(c2ccccc2)C2=NC(C)=C(C(=O)OC)C(c3cccs3)N12 (configuration not stated) | i | -0.1 | i | i | i | i | i | i | -1 | i | -2
CCNC(=S)Nc1cc(OCC)c(N2CCOCC2)cc1OCC | i | -0.5 | i | i | i | i | i | i | 11 | i | 0
CCC1CCc2c([nH]c3ccccc3c2=O)O1 (configuration not stated) | i | -0.5 | i | i | i | i | i | i | -29 | i | -5
Cc1ccc(S(=O)(=O)N/N=C/c2cnn(C)c2C)cc1 | i | 0.0 | i | i | i | i | i | i | -76 | i | -12
O=C(Nc1ccc(Cl)cn1)c1ccc2c(c1)OCCO2 | i | -2.6 | i | i | i | i | i | i | 8 | i | -2
COc1ccc(NC(=O)COc2nsnc2N2CCOCC2)cc1 | i | -0.1 | i | i | i | i | i | i | -3 | i | 0
Cc1ccc(-c2cc(C(=O)NCc3cccnc3)no2)cc1 | i | 2.5 | i | i | i | i | i | i | 5 | i | -12
COc1cc(NC(=S)NCCC(c2ccccc2)c2ccccc2)c(OC)cc1Cl | i | 0.1 | i | i | i | i | i | i | 0 | i | 19
Fc1cccc(C[n+]2csc3ccccc32)c1 | i | 0.7 | i | i | i | i | i | i | 7 | i | 15
Cn1cccc1C(=O)N1CCc2ccccc2C1 | i | 1.0 | i | i | i | i | i | i | 19 | i | 10
O=c1c(NCCc2ccccc2)c(-c2ccccc2)c1=O | i | -18 | i | i | i | i | i | i | -4 | i | -1
Cn1c(SCC(=O)Nc2cccc(S(=O)(=O)NC3=NCCCCC3)c2)nnc1-c1ccccc1 | i | -0.9 | i | i | i | i | i | i | 9 | i | 4
CCn1c(SC)nnc1C1CCN(S(=O)(=O)c2ccc(OC)cc2)CC1 | i | 0.2 | i | i | i | i | i | i | 4 | i | -3
COc1cc2c(cc1OC)C1(NCC2)C(=O)Nc2ccccc21 (configuration not stated) | i | -0.8 | i | i | i | i | i | i | 1 | i | -11
C=CCOc1cccc(C(=O)NC(c2ccccc2)C(C)C)c1 (configuration not stated) | i | 0.0 | i | i | i | i | i | i | 1 | i | 2
CC(NC(=S)Nc1ccccc1)C(c1cccs1)N1CCOCC1 (configuration not stated) | i | -0.4 | i | i | i | i | i | i | 0 | i | -8
Nc1[nH]n2c(=O)cc(-c3ccccc3)nc2c1N=Nc1ccccc1 | i | -0.1 | i | -8* | i | i | i | i | -55 | i | 104*
O=C(COc1ccc2c(C(F)(F)F)cc(=O)oc2c1)NCc1cccs1 | i | 0.8 | i | i | i | i | i | i | 10 | i | 2
Cc1c(C(=O)c2ccccc2C(=O)O)sc2ccccc12 | i | 0.7 | i | i | i | i | i | i | 7 | i | 6
CCC(=O)N(CCc1ccc(OC)c(OC)c1)Cc1cc2ccc(C)cc2n2nnnc12 | i | -0.3 | i | i | i | i | i | i | -11 | i | -8
CCC(=O)N1CC2(c3ccccc3)CN(C(=O)CC)CC(c3ccccc3)(C1)C2=O | i | -0.4 | i | i | i | i | i | i | -3 | i | -9
O=C(C1CCCN(Cc2ccccc2F)C1)N1CCc2ccccc2C1 (configuration not stated) | i | 108* | i | i | i | i | i | i | -23 | i | 0
